Assay outcomes (PubChem BioAssay)
iPSC survival up: enhancers of single-cell hiPSC survival, primary screen, ATPlite luminescence; survival enhancement, % at 20 µM; actives 0.044% (n = 360,000); 100% = ROCK inhibitor wells, 0% = DMSO; in the data active = survival enhancement above about 18%;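 note: cells exposed to compounds for 16 hours before the ATP read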
NR2E3 ag-1: inhibitors of NR2E3-RetCOR corepressor binding, primary screen, NR2E3 agonist project, biochemical, TR-FRET, GST-NR2E3, biotin-RetCOR | 1536-well | Photoreceptor-specific nuclear receptor (Homo sapiens), Q9Y5X4 | actives 0.12% (n = 320,000) | AID 2300, 2010 | inhibition of corepressor binding, % at 4.78 µM;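 active = percent inhibition above the cutoff of mean plus 3 SD of all tested compounds, set per screening campaign, cut at about 20% in these data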;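 note: 0% = DMSO wells and 100% = biotin wells as full block of FRET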
Target sequence (Q9Y5X4 whole entry, looked up): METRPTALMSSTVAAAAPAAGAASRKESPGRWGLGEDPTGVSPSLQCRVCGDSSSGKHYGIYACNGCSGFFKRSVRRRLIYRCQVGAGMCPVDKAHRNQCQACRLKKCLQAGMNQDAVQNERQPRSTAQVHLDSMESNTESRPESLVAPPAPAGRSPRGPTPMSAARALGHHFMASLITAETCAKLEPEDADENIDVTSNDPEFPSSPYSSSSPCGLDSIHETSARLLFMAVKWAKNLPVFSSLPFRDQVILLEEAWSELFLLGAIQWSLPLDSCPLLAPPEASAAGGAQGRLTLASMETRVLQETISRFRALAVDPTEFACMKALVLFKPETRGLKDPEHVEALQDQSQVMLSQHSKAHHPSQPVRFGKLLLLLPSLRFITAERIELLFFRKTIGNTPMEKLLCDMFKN
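system = GST-tagged NR2E3 plus biotinylated RetCOR corepressor | input = 1.35 nM GST-NR2E3 | also added = 7 nM biotin-RetCOR | schedule = 5 h incubation at 4 °C | measured by = TR-FRET with europium anti-GST and streptavidin-D2, 340 nm excitation | read-out = percent loss of FRET ratio relative to control wells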
NR2E3 ag-2: NR2E3 agonists in two-hybrid cells, primary screen, cell-based, luminescence, CHO-S, Gal4-NCOR/VP16-NR2E3. Photoreceptor-specific nuclear receptor (Homo sapiens), Q9Y5X4. luciferase. inhibition of corepressor binding, % at 3.98 µM. actives 0.35% (n = 360,000). AID 602229, 2012;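 active = inhibition above the mean of all tested compounds plus 3 SD, cut at about 70% in these data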;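 note: 0% = DMSO with NR2E3 transfected cells and 100% = cells lacking NR2E3 construct; higher means lower luciferase signal from less NR2E3 corepressor binding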
CF NFkB inh: inhibitors of PAF-induced NF-kB signaling, primary screen, cell-based, GFP fluorescence, uHTS. KKLEB NF-kB-GFP reporter, GFP fluorescence overnight. inhibition, % at 5 µM. actives 0.86% (n = 360,000);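 active = at least 50% inhibition at 5 µM, scaled per plate between neutral and stimulator controls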;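 note: PAF is a Pseudomonas aeruginosa culture filtrate used as stimulus; plate controls were PAF-stimulated DMSO wells for no effect and unstimulated DMSO wells for full effect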
aDG glyco up: activators of alpha-DG glycosylation, primary screen, uHTS, Pro5-aDG cells, AlphaScreen; alpha-DG glycosylation AlphaScreen (IIH6); 0% Pro5, 100% B10-LARGE cell signal; AID 624168, 2012; activation, % at 10 µM; actives 0.22% (n = 360,000);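 active = activation of at least 8% versus controls, or a plate z-score of at least 8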;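 note: Pro5 are CHO cells carrying HIG-tagged alpha-DG that lacks glycosylation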
TRPM1 prom inh: inhibitors of MITF-dependent TRPM1 promoter reporter, primary screen, cell-based, SK-MEL-5, single point, luciferase | SK-MEL-5 TRPM1 promoter luciferase, 24 h | inhibition, % at 12.5 µM | actives 0.83% (n = 330,000) | AID 488899, 2010;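 active = mean inhibition across replicates of 60% or more, whatever share of single replicates reaches that level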; note: values of inactives mirror those of a sister screen read the other way
HIF-2a block: HIF-2a reporter inhibitors, primary screen, luminescence, 786-0 RCC cells. 786-0 RCC cells HIF-2a reporter, luciferase luminescence, overnight. inhibition, % at 18.8 µM. actives 0.72% (n = 360,000);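 active = inhibition of the luminescence signal of 40% or more relative to plate controls, in a single-dose primary screen at 18.75 µM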
TWEAK-Fn14 inh: inhibitors of TWEAK-Fn14 signaling, primary screen, luciferase reporter cells, uHTS; inhibition, % at 10 µM; actives 2% (n = 360,000); TWEAK-stimulated Fn14 reporter cells, luciferase luminescence, 8 h; in the data active = inhibition above about 50%
Shn3 inh set2: reduction of Shn3 3'UTR firefly luciferase signal, primary screen, Schnurri-3 inhibitor project, cell-based, Clone20 osteoblasts, set 2. inhibition, % at 12.5 µM. Clone20 osteoblast Shn3 3'UTR firefly luciferase, 24 h. actives 0.52% (n = 360,000);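 active = mean inhibition of at least 75% with every replicate also reaching 75%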;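 note: 0% = median of neutral control wells and 100% = pilot-screen positive control compound; some compounds past the cut are filed as inactive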
KKLEB tox: cytotoxicity in KKLEB CF airway cells, primary screen, cytotoxicity control for CF NF-kB inhibitor project, cell-based, uHTS, fluorescence assay plates; KKLEB CF airway cells viability, ATPlite luminescence, overnight; stronger effect = lower value; cells stimulated with P. aeruginosa culture filtrate; activity change (cytotoxicity), % at 5 µM; AID 602141, 2011; actives 0.36% (n = 360,000);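 active = corrected activity change at or below -50% at 5 µM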
Peg3 prom inh: Peg3 promoter-driven luciferase inhibitors, primary screen, cell-based, HeLa, luciferase luminescence | HeLa PEG-Prom luciferase reporter, overnight | inhibition, % at 20 µM | actives 1.7% (n = 360,000) | AID 588405, 2011;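 active = inhibition of at least 50% at 20 µM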
Numbers without * were called inactive; · = not tested or not shown. This is a random part of the collection; 4.4% or so of the library scored in one or more.

Key to letters: A = iPSC survival up; B = NR2E3 ag-1; C = NR2E3 ag-2; D = CF NFkB inh; E = aDG glyco up; F = TRPM1 prom inh; G = HIF-2a block; H = TWEAK-Fn14 inh; I = Shn3 inh set2; J = KKLEB tox; K = Peg3 prom inh
1: Clc1ccc(C2CC(c3ccco3)n3ncnc3N2)cc1Cl (stereo not drawn)
  A: -1.9	B: 0	C: 2	D: -6	E: 0.5	F: 9	G: 12	H: -15	I: 4	J: 6	K: 18

2: CCCNS(=O)(=O)c1cc2c3c(c1)CCN3C(=O)CC2
  A: 0.5	B: -3	C: -18	D: -14	E: -0.1	F: 14	G: 11	H: 16	I: -4	J: -34	K: 4

3: COc1cc(NC2c3ccccc3C(=O)N2c2cc(C)ccn2)cc(OC)c1OC (stereo not drawn)
  A: 3.0	B: -1	C: 11	D: 10	E: -0.2	F: ·	G: -6	H: 2	I: -4	J: -30	K: -15

4: CS(=O)(=O)Nc1cccc(NC(=O)C2Cc3c(-c4cccc(C(N)=O)c4)ccnc3O2)c1 (stereo not drawn)
  A: -1.6	B: ·	C: -36	D: 5	E: -0.2	F: ·	G: 9	H: 3	I: -6	J: 5	K: 4

5: CC(C)C(NS(=O)(=O)c1cccc2nsnc12)C(=O)Nc1nc2ccc(Cl)cc2s1 (stereo not drawn)
  A: -1.5	B: 3	C: -24	D: 19	E: -0.2	F: ·	G: 12	H: 14	I: -3	J: -23	K: -1

6: COc1ccc(OC)c(C2N(c3ccccn3)C(=O)C3CCCN32)c1 (stereo not drawn)
  A: 0.5	B: -1	C: -7	D: -4	E: -0.1	F: 6	G: -2	H: 1	I: 4	J: -10	K: 17

7: CCCn1c(N2CCOCC2)nc2c1c(=O)[nH]c(=O)n2C
  A: 1.3	B: 0	C: -13	D: 11	E: -0.2	F: -2	G: 2	H: -2	I: -5	J: -1	K: 5

8: O=C(Cc1cccs1)Nc1cccc(C(=O)Nc2ccco2)c1
  A: 3.8	B: -1	C: -2	D: -1	E: 0.8	F: -5	G: -8	H: 15	I: 3	J: 9	K: 1

9: Oc1ccc(/C=N/NC(=S)N2CCOCC2)cc1
  A: -0.3	B: 5	C: -98	D: -4	E: 0.8	F: -15	G: -64	H: -21	I: -2	J: 5	K: -46

10: Cc1cccc(Cn2c(N3CCc4ccccc4C3)nc3c2c(=O)[nH]c(=O)n3C)c1
  A: 1.0	B: 0	C: -15	D: 0	E: 0.2	F: -2	G: 1	H: -32	I: 4	J: 8	K: 9

11: Oc1ccccc1CNCCCN1CCOCC1
  A: 1.5	B: 0	C: -7	D: -14	E: 0.1	F: 5	G: 16	H: 10	I: 0	J: 4	K: 8

12: CN(C)S(=O)(=O)c1ccc(NC(=O)N2CCN(c3ccccc3Cl)CC2)cc1
  A: -3.9	B: 3	C: -4	D: 9	E: 0.1	F: 14	G: 18	H: 12	I: 40	J: -2	K: -3

13: O=C(Nc1ccc(C(=O)NCc2ccccc2Cl)cc1)C1=CSCCO1
  A: -0.3	B: 0	C: -21	D: 24	E: -0.3	F: -44	G: -106	H: -19	I: -39	J: -12	K: -139

14: COc1ccc(CCC(=O)NC2CCCN(Cc3ccc(Cl)cc3)C2)cc1OC (stereo not drawn)
  A: -1.0	B: 4	C: 6	D: 5	E: -0.2	F: 0	G: 19	H: 2	I: 16	J: 2	K: 20

15: COc1ccc(-c2cc(C(F)F)n3ncc(C(=O)NCC4CCCO4)c3n2)cc1 (stereo not drawn)
  A: 6.3	B: 3	C: 33	D: -33	E: 0.4	F: 6	G: 16	H: 1	I: 16	J: 4	K: 19

Part of the list above, bar-delimited.
No. | SMILES | iPSC survival up | NR2E3 ag-1 | NR2E3 ag-2 | CF NFkB inh | aDG glyco up | TRPM1 prom inh | HIF-2a block | TWEAK-Fn14 inh | Shn3 inh set2 | KKLEB tox | Peg3 prom inh
1 | Clc1ccc(C2CC(c3ccco3)n3ncnc3N2)cc1Cl (stereo not drawn) | -1.9 | 0 | 2 | -6 | 0.5 | 9 | 12 | -15 | 4 | 6 | 18
2 | CCCNS(=O)(=O)c1cc2c3c(c1)CCN3C(=O)CC2 | 0.5 | -3 | -18 | -14 | -0.1 | 14 | 11 | 16 | -4 | -34 | 4
3 | COc1cc(NC2c3ccccc3C(=O)N2c2cc(C)ccn2)cc(OC)c1OC (stereo not drawn) | 3.0 | -1 | 11 | 10 | -0.2 | · | -6 | 2 | -4 | -30 | -15
4 | CS(=O)(=O)Nc1cccc(NC(=O)C2Cc3c(-c4cccc(C(N)=O)c4)ccnc3O2)c1 (stereo not drawn) | -1.6 | · | -36 | 5 | -0.2 | · | 9 | 3 | -6 | 5 | 4
5 | CC(C)C(NS(=O)(=O)c1cccc2nsnc12)C(=O)Nc1nc2ccc(Cl)cc2s1 (stereo not drawn) | -1.5 | 3 | -24 | 19 | -0.2 | · | 12 | 14 | -3 | -23 | -1
6 | COc1ccc(OC)c(C2N(c3ccccn3)C(=O)C3CCCN32)c1 (stereo not drawn) | 0.5 | -1 | -7 | -4 | -0.1 | 6 | -2 | 1 | 4 | -10 | 17
7 | CCCn1c(N2CCOCC2)nc2c1c(=O)[nH]c(=O)n2C | 1.3 | 0 | -13 | 11 | -0.2 | -2 | 2 | -2 | -5 | -1 | 5
8 | O=C(Cc1cccs1)Nc1cccc(C(=O)Nc2ccco2)c1 | 3.8 | -1 | -2 | -1 | 0.8 | -5 | -8 | 15 | 3 | 9 | 1

Next section
Key to letters: A = iPSC survival up; B = NR2E3 ag-1; C = NR2E3 ag-2; D = CF NFkB inh; E = aDG glyco up; F = TRPM1 prom inh; G = HIF-2a block; H = TWEAK-Fn14 inh; I = Shn3 inh set2; J = KKLEB tox; K = Peg3 prom inh
16: Cc1cc(Br)cn2c(Cc3ccsc3)c(-c3cccc(Cl)c3)nc12
  A: 2.2	B: ·	C: -23	D: 12	E: 0.2	F: ·	G: -10	H: 14	I: 14	J: -12	K: -13

17: O=C(/C=C/c1ccco1)Nc1ccc(Oc2ccc(Cl)cc2)cc1
  A: -2.0	B: -3	C: -26	D: -1	E: -0.3	F: 26	G: -51	H: 51*	I: 61	J: -8	K: 13

18: CCCCn1c(N)c(Sc2ccc([N+](=O)[O-])cc2)c(=O)[nH]c1=O
  A: -0.2	B: 0	C: -38	D: 0	E: 0.0	F: -7	G: 17	H: 2	I: -5	J: -1	K: 5

19: COc1cc(F)cc(-c2ccc3c(c2)c(C#Cc2ccsc2)c(-c2cc(OC)cc(OC)c2)n3C)c1
  A: 1.6	B: ·	C: 13	D: 24	E: -0.6	F: 0	G: 5	H: -10	I: -29	J: -10	K: -17

20: CCN(CC)S(=O)(=O)c1ccc(N2CCOCC2)c(NS(=O)(=O)c2ccc(OC)cc2)c1
  A: -0.1	B: -4	C: 4	D: 10	E: -0.1	F: 7	G: 2	H: -10	I: 3	J: 3	K: -7

21: O=S(=O)(NCc1ccccn1)c1ccc2c(c1)OCCO2
  A: 1.4	B: -4	C: 8	D: 4	E: 0.6	F: 2	G: 9	H: -2	I: 10	J: -2	K: 24
